Source: PubChem BioAssay (Broad Institute)
E-sel inducer – induces E-selectin expression in human endothelial cells; P16581; HUVEC E-selectin immunofluorescence imaging; normalized: neutral wells 0, TNF-alpha wells 100; activation, % at 7.58 µM; hit rate 0.37% among 260,000;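 active = mean E-selectin-positive cell signal at least 10% of the positive control, reached in at least 60% of replicates, without over 20% cell loss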;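 note: in these data hits start at about 27%; measured in HUVEC primary endothelial cells; signal is the percent of cells scored E-selectin positive by PE staining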
Target sequence (P16581 whole entry, looked up): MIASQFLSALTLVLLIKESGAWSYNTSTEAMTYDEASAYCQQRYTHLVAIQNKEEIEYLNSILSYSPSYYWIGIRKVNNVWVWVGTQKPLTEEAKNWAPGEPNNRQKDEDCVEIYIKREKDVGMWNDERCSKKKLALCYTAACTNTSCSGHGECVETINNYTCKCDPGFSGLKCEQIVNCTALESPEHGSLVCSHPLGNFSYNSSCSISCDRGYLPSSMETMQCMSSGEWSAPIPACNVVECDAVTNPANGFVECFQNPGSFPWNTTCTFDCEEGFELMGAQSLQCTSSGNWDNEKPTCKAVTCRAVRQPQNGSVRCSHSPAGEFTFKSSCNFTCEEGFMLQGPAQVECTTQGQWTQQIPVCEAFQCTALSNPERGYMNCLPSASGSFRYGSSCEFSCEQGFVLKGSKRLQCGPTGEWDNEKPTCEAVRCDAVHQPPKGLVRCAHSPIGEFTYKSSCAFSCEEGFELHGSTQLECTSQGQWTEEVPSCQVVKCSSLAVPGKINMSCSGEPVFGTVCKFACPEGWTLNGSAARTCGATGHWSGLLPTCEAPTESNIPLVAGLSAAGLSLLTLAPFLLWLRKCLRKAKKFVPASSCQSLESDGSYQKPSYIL
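System: HUVEC, human umbilical vein endothelial cells; quantity: 3,000 cells/well; buffer or medium: EGM-2 medium, gelatin-coated wells; dosing: single-point compound dose; detection: immunofluorescence imaging; evaluation: % PE-positive cells; benchmarks: TNF-alpha, DMSO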
esBAF inh – inhibitors of esBAF chromatin remodeling in mouse ES cells; hit rate 2% among 350,000; reporter increase, % at 12.5 µM; Bmi1-luciferase knock-in reporter, 24 h; 100% = twice the neutral-well signal; in the data active = activation above about 40%;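 note: 0% = median of the plate's neutral control wells and 100% = double that signal; a rise in the Bmi1 reporter signal indicates esBAF inhibition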
Starred values were filed as active, the others as inactive; & = joins results of further samples. Only part of the results is shown (hit frequency here may not be typical).

SMILES	E-sel inducer	esBAF inh
COc1ccc(NC(=O)Nc2ccc3c(c2)CC(=O)N([C@@H](C)CO)C[C@@H](C)[C@@H](CN(C)Cc2ccc(Oc4ccccc4)cc2)O3)cc1	-3.6	3
COc1ccc(NC(=O)N(C)C[C@@H]2OCc3cn(nn3)CCCC(=O)N([C@@H](C)CO)C[C@@H]2C)cc1	0.2	-3
C[C@@H]1CN([C@@H](C)CO)C(=O)CCCn2cc(nn2)CO[C@@H]1CN(C)C(=O)Nc1ccccc1	0.5	-7
COCC(=O)Nc1ccc2c(c1)OC[C@@H](C)N(C(=O)c1ccccn1)C[C@@H](C)[C@H](OC)CN(C)C2=O	-0.1	4
CCCNC(=O)N1C[C@@H](C)[C@H](OC)CN(C)C(=O)c2cc(NC(=O)C3CCC3)ccc2OC[C@H]1C	0.0	-4
CCC(=O)Nc1ccc2c(c1)C(=O)N(C)C[C@@H](OC)[C@@H](C)CN(Cc1cccnc1)[C@@H](C)CO2	0.3	2
COc1cccc(CN(C)C[C@@H]2OCc3cnnn3CCCC(=O)N([C@H](C)CO)C[C@@H]2C)c1	0.0	-3
C[C@@H]1CN([C@@H](C)CO)C(=O)Cc2cc(NS(=O)(=O)c3ccc(F)cc3)ccc2O[C@@H]1CN(C)Cc1ccc(Cl)c(Cl)c1	0.0	1
CCCN1C[C@@H](C)[C@H](OC)CN(C)C(=O)c2cc(NC(=O)CC)ccc2OC[C@@H]1C	-0.1	-2
C/C=C/c1ccc2c(c1)O[C@@H](CN(C)C(=O)C1CC1)[C@@H](C)CN([C@@H](C)CO)S2(=O)=O	0.9	12
C[C@H](CO)N1C[C@H](C)[C@@H](CN(C)S(=O)(=O)c2ccc(Cl)cc2)Oc2ccc(NS(C)(=O)=O)cc2C1=O	8.2	3
COc1ccc(C(=O)Nc2ccc3c(c2)OC[C@@H](C)N(C(=O)C2CC2)C[C@@H](C)[C@H](OC)CN(C)C3=O)cc1	-0.2	7
CO[C@H]1CN(C)C(=O)c2ccc(NC(=O)Nc3ccc(Cl)cc3)cc2OC[C@H](C)NC[C@@H]1C	-0.1	17
C[C@H](CO)N1C[C@H](C)[C@H](CN(C)S(C)(=O)=O)OCc2cn(nn2)CCCC1=O	0.0	-2
CNC[C@@H]1OCCCC[C@H](C)Oc2ccc(NC(=O)Nc3ccc(C(F)(F)F)cc3)cc2C(=O)N([C@H](C)CO)C[C@H]1C	0.1	0
CNC[C@@H]1OCCCC[C@H](C)Oc2ccc(N(C)C)cc2C(=O)N([C@H](C)CO)C[C@H]1C	0.1	-1
C[C@@H]1CN([C@H](C)CO)C(=O)c2cccc(NS(=O)(=O)c3cccs3)c2O[C@@H]1CN(C)C(=O)Nc1ccccc1	4.8	-3
CCCN1C[C@H](C)[C@H](OC)CN(C)C(=O)c2cc(NC(=O)c3cccc(OC)c3)ccc2OC[C@@H]1C	1.7	-2
C[C@H]1CN([C@@H](C)CO)C(=O)CCCn2cc(nn2)CO[C@H]1CN(C)C(=O)Nc1ccccc1	-0.1	-2
Cc1ccc(S(=O)(=O)Nc2ccc3c(c2)C(=O)N([C@H](C)CO)C[C@H](C)[C@H](CN(C)Cc2ccc(C(F)(F)F)cc2)O3)cc1	0.0	-6
C[C@H](CO)N1C[C@H](C)[C@@H](CN(C)Cc2ccc(Cl)c(Cl)c2)Oc2ccc(NC(=O)Nc3ccccc3)cc2C1=O	-0.5	1
Cc1ccc(CN(C)C[C@H]2OCc3cnnn3CCCC(=O)N([C@@H](C)CO)C[C@H]2C)cc1	0.0	1
COc1ccc(S(=O)(=O)N[C@H]2CC[C@H](CCNC(=O)Cc3ccccn3)O[C@H]2CO)cc1	0.1	0
COc1cccc(NC(=O)N(C)C[C@H]2Oc3ncc(C#Cc4ccncc4)cc3C(=O)N([C@H](C)CO)C[C@@H]2C)c1	-0.2	0
CO[C@H]1CC[C@@H]2CCN(C)C(=O)C[C@H](c3ccccc3)CN(C)C(=O)c3cc(C#N)ccc3OC[C@@H]1O2	0.0	4
C[C@H]1CN([C@@H](C)CO)C(=O)c2cc(NS(C)(=O)=O)ccc2O[C@H]1CN(C)S(=O)(=O)c1ccc(Cl)cc1	-3.0	-3
C[C@@H]1CN([C@@H](C)CO)C(=O)Cc2cc(NS(=O)(=O)c3ccccc3)ccc2O[C@H]1CN(C)C(=O)Nc1ccc2c(c1)OCO2	0.2	36
CC(C)NC(=O)Nc1ccc2c(c1)C(=O)N([C@H](C)CO)C[C@H](C)[C@H](CN(C)CC1CC1)OCCCC[C@H](C)O2	-0.4	-3
Cc1noc(C)c1NC(=O)N(C)C[C@H]1Oc2c(NC(=O)Nc3ccccc3)cccc2C(=O)N([C@@H](C)CO)C[C@@H]1C	0.1	0
CO[C@H]1CN(C)C(=O)c2cc(NC(=O)c3ccc(F)cc3)ccc2OC[C@@H](C)N(C(=O)CC2CC2)C[C@@H]1C	0.0	3
O=C(NCC1CC1)[C@@H]1[C@@H](CO)[C@@H]2Cn3c(cccc3=O)[C@@H]2N1C(=O)Nc1ccccc1	0.1	-6
C[C@H](CO)N1C[C@H](C)[C@@H](CN(C)C(=O)CCC(F)(F)F)OCc2ccccc2-c2ccccc2C1=O	-0.2	-3
CC(C)NC(=O)Nc1ccc2c(c1)CC(=O)N([C@@H](C)CO)C[C@H](C)[C@@H](CN(C)S(=O)(=O)c1ccc(F)cc1)O2	-0.3	-1
CO[C@H]1CN(C)C(=O)c2cc(NC(=O)c3cccc(F)c3)ccc2OC[C@H](C)N(C(C)=O)C[C@@H]1C	-0.2	1
Cc1ccc(S(=O)(=O)Nc2ccc3c(c2)C(=O)N([C@H](C)CO)C[C@H](C)[C@@H](CN(C)C(=O)NC(C)C)O3)cc1	0.3	-5
COc1cccc(CN(C)C[C@@H]2OCc3cn(nn3)CCCC(=O)N([C@@H](C)CO)C[C@@H]2C)c1	0.0	-2
C[C@@H]1CN([C@H](C)CO)C(=O)CCCn2cc(nn2)CO[C@@H]1CN(C)C(=O)Nc1cccc(F)c1	0.1	2
CCCNC(=O)N1C[C@@H](C)[C@@H](OC)CN(C)C(=O)c2ccc(NS(=O)(=O)CC(F)(F)F)cc2OC[C@H]1C	-0.1	-1
C[C@@H]1CN([C@H](C)CO)C(=O)Cc2cc(NC(=O)Cc3cn(C)c4ccccc34)ccc2O[C@H]1CN(C)S(=O)(=O)c1ccc(Cl)cc1	21	2
Cc1noc(C)c1S(=O)(=O)Nc1ccc2c(c1)C(=O)N([C@H](C)CO)C[C@@H](C)[C@@H](CN(C)S(=O)(=O)c1c(C)noc1C)O2	0.1	0
CCS(=O)(=O)NCC[C@H]1CC[C@H](NC(=O)C2CCCCC2)[C@@H](CO)O1	0.1	9
COc1ccc(NC(=O)N(C)C[C@@H]2Oc3ccc(NS(=O)(=O)c4ccc(C)cc4)cc3C(=O)N([C@@H](C)CO)C[C@@H]2C)cc1	1.6	-5
Cc1noc(C)c1S(=O)(=O)Nc1ccc2c(c1)C(=O)N([C@@H](C)CO)C[C@@H](C)[C@H](CN(C)C(=O)Nc1ccccc1)O2	-0.1	0
CCCNC(=O)Nc1ccc2c(c1)C(=O)N(C)C[C@H](OC)[C@H](C)CN(Cc1ccccc1)[C@@H](C)CO2	-0.3	-3
CCCC(=O)Nc1ccc2c(c1)C(=O)N(C)C[C@H](OC)[C@H](C)CN(C(=O)CC)[C@H](C)CO2	-0.1	-4
C[C@H]1CN([C@@H](C)CO)C(=O)Cc2cc(N(C)C)ccc2O[C@H]1CN(C)Cc1ccc(Cl)c(Cl)c1	-0.1	-1
C[C@H](CO)N1C[C@H](C)[C@@H](CN(C)C(=O)NC2CCCCC2)Oc2cc(C#Cc3cccc(F)c3)ccc2S1(=O)=O	0.5	0
C[C@@H]1CN([C@@H](C)CO)C(=O)c2cc(NC(=O)c3ccccc3)ccc2O[C@@H](C)CCCCO[C@H]1CN(C)C(=O)CCCN(C)C	-0.4	-5
C[C@@H]1CN([C@@H](C)CO)C(=O)c2cc(-c3ccc(F)cc3)cnc2O[C@H]1CN(C)C(=O)Nc1ccc(F)cc1	-0.2	5
C[C@@H]1CN([C@@H](C)CO)C(=O)c2cc(NC(=O)c3ccccc3)ccc2O[C@@H](C)CCCCO[C@H]1CN(C)S(=O)(=O)c1ccc(F)cc1	-0.2	-2
CO[C@H]1CN(C)C(=O)c2ccc(NC(=O)c3ccc(F)cc3)cc2OC[C@H](C)N(C(=O)CN(C)C)C[C@H]1C	-0.1	1
CO[C@H]1CN(C)C(=O)c2ccc(NC(C)=O)cc2OC[C@H](C)N(Cc2cccnc2)C[C@H]1C	-0.1	-4
CCCN1C[C@H](C)[C@@H](OC)CN(C)C(=O)c2ccc(NC(=O)CC)cc2OC[C@H]1C	0.0	1
CNC[C@@H]1OCCCC[C@@H](C)Oc2ccc(NC(=O)Nc3ccc(F)cc3)cc2C(=O)N([C@@H](C)CO)C[C@H]1C	-0.3	2
CCCC(=O)Nc1ccc2c(c1)OC[C@H](C)N(S(=O)(=O)c1cn(C)cn1)C[C@@H](C)[C@H](OC)CN(C)C2=O	-0.1	-2
C[C@@H]1CN([C@H](C)CO)S(=O)(=O)c2ccc(Br)cc2O[C@@H]1CN(C)C(=O)C1CCCCC1	-0.2	-4
Cc1noc(C)c1NC(=O)Nc1cccc2c1O[C@@H](CN(C)S(=O)(=O)c1ccccc1)[C@@H](C)CN([C@@H](C)CO)C2=O	0.2	-2
C[C@H]1CN([C@@H](C)CO)C(=O)Cc2cc(NC(=O)Cc3cn(C)c4ccccc34)ccc2O[C@@H]1CN(C)S(=O)(=O)c1ccc(Cl)cc1	1.9	5
C[C@@H]1CCCCO[C@H](CN(C)CC2CCCCC2)[C@H](C)CN([C@H](C)CO)C(=O)c2cc(NC(=O)CCCN(C)C)ccc2O1	-0.1	5
C[C@H](CO)N1C[C@H](C)[C@H](CN(C)Cc2ccc(F)cc2)Oc2ncc(-c3ccc(F)cc3)cc2C1=O	0.1	-1&3
More records follow.
SMILES	E-sel inducer	esBAF inh
CN1C(=O)c2cc(NC(=O)Cc3ccccc3)ccc2OC[C@H]2O[C@@H](CC(=O)NCc3ccc(Cl)cc3)CC[C@@H]21	0.1	6
CCS(=O)(=O)Nc1ccc2c(c1)C(=O)N(C)[C@@H]1CC[C@@H](CC(=O)N[C@H]3CCN(Cc4ccccc4)C3)O[C@H]1CO2	0.1	-1
C[C@H]1CN([C@@H](C)CO)S(=O)(=O)c2ccc(-c3ccc(F)cc3)cc2O[C@H]1CN(C)C(=O)C1CC1	-0.3	0
CO[C@H]1CN(C)C(=O)c2ccc(NC(=O)NC(C)C)cc2OC[C@@H](C)N(Cc2cncnc2)C[C@H]1C	-0.1	-1
C[C@@H]1CN([C@@H](C)CO)C(=O)c2cc(-c3cccnc3)cnc2O[C@H]1CN(C)C(=O)C1CCCCC1	-0.2	0
C[C@@H]1CN([C@H](C)CO)S(=O)(=O)c2ccc(-c3ccccc3)cc2O[C@H]1CN(C)Cc1ccccc1	2.2	27
C[C@H]1CCCCO[C@@H](CN(C)C(=O)Nc2ccc(F)cc2)[C@@H](C)CN([C@@H](C)CO)C(=O)c2cc(N(C)C)ccc2O1	-0.1	-1
CNC[C@@H]1OCCCC[C@H](C)Oc2ccc(NC(=O)Nc3cccc4ccccc34)cc2C(=O)N([C@@H](C)CO)C[C@@H]1C	-0.2	-3
C[C@H]1CN([C@@H](C)CO)C(=O)c2cc(C#Cc3ccccc3F)cnc2O[C@H]1CN(C)C(=O)C1CCCCC1	-0.3	4
CC(C)NC(=O)Nc1ccc2c(c1)C(=O)N([C@@H](C)CO)C[C@@H](C)[C@H](CN(C)S(=O)(=O)c1cccs1)O2	-1.9	-1
C[C@H](CO)N1C[C@H](C)[C@@H](CN(C)Cc2ccc(O)cc2)OCc2cn(nn2)CCCC1=O	0.0	-1
C[C@@H]1CCCCO[C@H](CN(C)C(=O)c2ccncc2)[C@@H](C)CN([C@H](C)CO)C(=O)c2cc(N(C)C)ccc2O1	-0.1	2
CCCNC(=O)N1C[C@H](C)[C@@H](OC)CN(C)C(=O)c2cc(NC(=O)C3CCC3)ccc2OC[C@H]1C	-0.1	-3
C[C@@H]1CN([C@H](C)CO)C(=O)c2cc(NC(=O)CCC(F)(F)F)ccc2O[C@@H](C)CCCCO[C@@H]1CN(C)Cc1ccncc1	-0.2	-9

Given with values under each structure: entries from further up.
Each structure is followed by: E-sel inducer | esBAF inh
C[C@@H]1CN([C@H](C)CO)S(=O)(=O)c2ccc(-c3ccccc3)cc2O[C@H]1CN(C)Cc1ccccc1
 : 2.2 | 27
C[C@H]1CCCCO[C@@H](CN(C)C(=O)Nc2ccc(F)cc2)[C@@H](C)CN([C@@H](C)CO)C(=O)c2cc(N(C)C)ccc2O1
 : -0.1 | -1
CNC[C@@H]1OCCCC[C@H](C)Oc2ccc(NC(=O)Nc3cccc4ccccc34)cc2C(=O)N([C@@H](C)CO)C[C@@H]1C
 : -0.2 | -3
C[C@H]1CN([C@@H](C)CO)C(=O)c2cc(C#Cc3ccccc3F)cnc2O[C@H]1CN(C)C(=O)C1CCCCC1
 : -0.3 | 4
CC(C)NC(=O)Nc1ccc2c(c1)C(=O)N([C@@H](C)CO)C[C@@H](C)[C@H](CN(C)S(=O)(=O)c1cccs1)O2
 : -1.9 | -1
C[C@H](CO)N1C[C@H](C)[C@@H](CN(C)Cc2ccc(O)cc2)OCc2cn(nn2)CCCC1=O
 : 0.0 | -1
C[C@@H]1CCCCO[C@H](CN(C)C(=O)c2ccncc2)[C@@H](C)CN([C@H](C)CO)C(=O)c2cc(N(C)C)ccc2O1
 : -0.1 | 2
CCCNC(=O)N1C[C@H](C)[C@@H](OC)CN(C)C(=O)c2cc(NC(=O)C3CCC3)ccc2OC[C@H]1C
 : -0.1 | -3
C[C@@H]1CN([C@H](C)CO)C(=O)c2cc(NC(=O)CCC(F)(F)F)ccc2O[C@@H](C)CCCCO[C@@H]1CN(C)Cc1ccncc1
 : -0.2 | -9
